GPR151 ag: activates the human receptor GPR151. Q8TDV0. PathHunter beta-arrestin GPR151 cells, luminescence. activation, % at 11.2 µM. 650,000 compounds, 1% hits; in the data active means activation above about 4.9%;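 further: 0% = median of compound wells and 100% = cells with positive control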
TEAD-YAP inh: TEAD-YAP interaction inhibition; HEK-TIYL cells, TEAD-Gal4/YAP UAS-luciferase luminescence; inhibition, % at 9.12 µM; AID 1259422; 640,000 compounds, 1.4% hits; in the data active means inhibition above about 32%;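 further: 0% = median of test compound wells and 100% = reference inhibitor wells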
FBW7 act: activators of human E3 ligase FBW7; Q969H0; AlphaScreen FBW7–phospho-cyclin E peptide binding, activator screen; normalized activity (activation), % at 26.1 µM; 650,000 compounds, 0.13% hits; AID 1259310; in the data active means normalized activity above about 1.9%;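 further: purified mutant Fbw7 with reduced substrate affinity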
Target sequence (Q969H0 whole entry, looked up): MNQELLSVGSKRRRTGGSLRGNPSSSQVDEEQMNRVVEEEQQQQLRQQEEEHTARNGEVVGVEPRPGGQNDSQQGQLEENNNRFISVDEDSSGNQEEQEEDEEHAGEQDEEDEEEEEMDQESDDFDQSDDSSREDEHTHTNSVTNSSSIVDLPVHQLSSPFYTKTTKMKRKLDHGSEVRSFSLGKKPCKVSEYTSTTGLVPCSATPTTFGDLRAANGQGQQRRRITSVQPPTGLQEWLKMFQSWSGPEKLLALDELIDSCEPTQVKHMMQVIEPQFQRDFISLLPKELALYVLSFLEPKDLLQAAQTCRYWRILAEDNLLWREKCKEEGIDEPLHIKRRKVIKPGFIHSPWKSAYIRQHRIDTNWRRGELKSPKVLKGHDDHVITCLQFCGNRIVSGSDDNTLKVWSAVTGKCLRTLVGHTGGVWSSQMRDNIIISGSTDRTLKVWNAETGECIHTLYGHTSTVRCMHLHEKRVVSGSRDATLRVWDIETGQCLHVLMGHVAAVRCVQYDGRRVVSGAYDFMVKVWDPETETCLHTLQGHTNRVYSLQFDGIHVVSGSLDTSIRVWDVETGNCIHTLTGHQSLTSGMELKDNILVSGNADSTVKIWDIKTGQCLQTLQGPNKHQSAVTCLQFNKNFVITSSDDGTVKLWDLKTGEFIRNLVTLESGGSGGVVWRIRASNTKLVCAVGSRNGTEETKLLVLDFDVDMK
MITF inh: blocks human microphthalmia-associated transcription factor. O75030. AlphaScreen MITF homodimerization, bead proximity signal. inhibition, % at 2.6 µM. 650,000 compounds, 0.91% hits; in the data active means inhibition above about 50%;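 further: 0% = vehicle wells with protein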
* marks the source's active call; other numbers are inactive results; . = not tested or not shown; & = joins results of further samples.

A first look:
SMILES	GPR151 ag	TEAD-YAP inh	FBW7 act	MITF inh
CC(C)CC(=O)Nc1c2c(nn1-c1ccc(F)cc1)CS(=O)C2 (centres undefined)	-0.6	-14	0.1	1
O=C(c1c(Cl)nc(Cl)c(Cl)c1Cl)N1CCOCC1	0.0	-3	0.5	17
CC(=O)c1ccc(NC(=O)CSc2nnc3scc(-c4ccccc4)n23)cc1	-1.0	10	-0.1	-2
CCn1nc(C)c(CN2CCOc3ccc(CN4CCCC(C(N)=O)C4)cc3C2)c1C (centres undefined)	1.4	4	0.0	-2
COC(=O)CCNc1ccc(O)c2c1C(=O)c1ccccc1C2=O	-0.3	2	-0.2	17

The list itself (from the top)
SMILES	GPR151 ag	TEAD-YAP inh	FBW7 act	MITF inh
CC(C)CC(=O)Nc1c2c(nn1-c1ccc(F)cc1)CS(=O)C2 (centres undefined)	-0.6	-14	0.1	1
O=C(c1c(Cl)nc(Cl)c(Cl)c1Cl)N1CCOCC1	0.0	-3	0.5	17
CC(=O)c1ccc(NC(=O)CSc2nnc3scc(-c4ccccc4)n23)cc1	-1.0	10	-0.1	-2
CCn1nc(C)c(CN2CCOc3ccc(CN4CCCC(C(N)=O)C4)cc3C2)c1C (centres undefined)	1.4	4	0.0	-2
COC(=O)CCNc1ccc(O)c2c1C(=O)c1ccccc1C2=O	-0.3	2	-0.2	17
Cc1nc2sc(C)c(C)n2c(=O)c1NC(=O)CCSc1ccccc1	0.8	6	0.2	2
CCNc1nc(NCc2ccccc2)c2ncn(C(C)C)c2n1	-1.0	-22	0.0	10
O=C(CN(CC(=O)N1CCOCC1)S(=O)(=O)c1cc(F)ccc1F)N1CCOCC1	1.0	-4	-0.1	-2
O=C(Nc1c2c(nn1-c1ccc([N+](=O)[O-])cc1)CS(=O)(=O)C2)c1cccc(Cl)c1	-0.9	-6	0.7	19
O=C(Nc1cc(Cl)cc(Cl)c1)/C(=C/c1cccc([N+](=O)[O-])c1)NC(=O)c1cccs1	-0.1	-2	0.2	14
Cc1c(C(=O)Nc2ccc(Cl)cc2Cl)cccc1[N+](=O)[O-]	0.0	-4	0.1	-5
CCOc1cc(C(N)=O)cc(I)c1OCC	0.2	16	-0.2	-1
O=C(CN(Cc1ccccc1)S(=O)(=O)c1cc(Cl)ccc1Cl)NC1CC1	-0.8	6	0.2	5
Cc1c(C(=O)Nc2ccc3c(c2)OCO3)sc2ncn(CC(=O)N3CCC(C)CC3)c(=O)c12	-0.4	-2	0.3	18
CCOc1cc(C2Nc3ccccc3NC3=C2C(=O)CC(c2ccc(OC)cc2)C3)ccc1O (centres undefined)	0.7	-2	0.0	-13
Cc1cc(N2CCN(C(=O)c3ccco3)CC2)n2nc(-c3cccc(F)c3)cc2n1	0.4	3	-0.1	4
COc1ccc(CN2CCCN(C)CC2)cc1OCCCNC(=O)c1cccs1	-0.5	-1	-0.1	-7
O=C1CSC(c2cccc(Cl)c2Cl)N1c1ccc(Cl)c(Cl)c1 (centres undefined)	1.7	-14	0.1	-9
COc1cc(CN2CCN(Cc3cc(OC)c(OC)cc3OC)CC2)cc(OC)c1	-0.3	6	0.0	76*
NCCCCN	-0.9&0.9	-5&3	-0.1&0.1	18&16
Cc1ccc(-n2nc3c(c2NC(=O)c2ccc4ccccc4c2)CS(=O)C3)c(C)c1 (centres undefined)	-1.5	3	0.0	-2
COCCOC(=O)C1=C(C)NC(=S)NC1c1ccc(C(=O)OC)cc1 (centres undefined)	1.4	-2	-0.1	4
COC(=O)c1scc(C)c1NS(=O)(=O)c1cccc(Cl)c1	0.9	2	0.0	7
CCS(=O)(=O)Nc1ccc(-c2nnc(SCC(=O)Nc3ccc(OC)cc3)o2)cc1	0.3	-1	0.1	3
N#Cc1ccc(C(=O)NNC(=O)c2cccnc2)cc1	0.0	-4	-0.1	5
COc1ccc2nc(N(CCCN3CCOCC3)C(=O)c3ccc(Br)s3)sc2c1	0.0	-34	0.0	4
O=C(CSc1ncccc1-c1nc2ccccc2[nH]1)Nc1c[nH]c(=O)[nH]c1=O	1.9	4	0.1	4
COc1ccccc1CN(C1CCCC1)S(=O)(=O)c1ccc(-n2cnnn2)c(C)c1	1.6	-7	0.0	6
Cc1ccc(N(CC(=O)Nc2ccc(Cl)cc2)S(=O)(=O)c2c(C)noc2C)cc1	0.1	7	0.9	12
CN(C)CCNc1ncnc2sc3c(c12)CCCC3	-1.2	9	0.0	10
CCOC(=O)N1CCN(c2c(NCCCN3CCCC3)c(=O)c2=O)CC1	-0.4	10	0.1	13
CC(O)CN1C(=O)CSC1c1cccc(C(F)(F)F)c1 (centres undefined)	-1.6	0	-0.1	7
O=[N+]([O-])c1ccc(CN2CCC(N3CCCCCC3)CC2)cc1	1.2	1	0.0	14
OCCCn1c(-c2ccccc2)cn2c3ccccc3nc12	2.0	-8	0.2	-2
CCN(CC(=O)Nc1ccc(S(N)(=O)=O)cc1)S(=O)(=O)c1ccccc1	-1.0	-2	0.1	6
COc1ccc(O)c(CN2CCN(Cc3cccc([N+](=O)[O-])c3)CC2)c1	1.7	14	0.0	23
C=CCC(C)(CC=C)NC(=O)C(F)(F)F	0.1	3	0.2	5
COc1ccc(NC(=O)CSc2ccc3c(c2)OCCO3)cc1S(N)(=O)=O	2.4	7	0.1	8
CC1CC(C)CN(C(=O)CSC2=Nc3ccccc3C3=NC(C(C)C)C(=O)N23)C1 (centres undefined)	1.1	-10	-0.2	-12
O=C(c1ccc(COCC(F)(F)F)o1)N1CCCCCC1	-0.4	-12	0.5	7

No new results follow: five of the compounds above.
SMILES	GPR151 ag	TEAD-YAP inh	FBW7 act	MITF inh
Cc1ccc(-n2nc3c(c2NC(=O)c2ccc4ccccc4c2)CS(=O)C3)c(C)c1 (centres undefined)	-1.5	3	0.0	-2
COCCOC(=O)C1=C(C)NC(=S)NC1c1ccc(C(=O)OC)cc1 (centres undefined)	1.4	-2	-0.1	4
COC(=O)c1scc(C)c1NS(=O)(=O)c1cccc(Cl)c1	0.9	2	0.0	7
CCS(=O)(=O)Nc1ccc(-c2nnc(SCC(=O)Nc3ccc(OC)cc3)o2)cc1	0.3	-1	0.1	3
N#Cc1ccc(C(=O)NNC(=O)c2cccnc2)cc1	0.0	-4	-0.1	5

(continued)
SMILES	GPR151 ag	TEAD-YAP inh	FBW7 act	MITF inh
O=C(O)C1CC=CCC1C(=O)Nc1nnc(C2CC2)s1 (centres undefined)	-1.0	-2	0.0	4
Cc1ccc(C)c(NC(=O)C(=O)N/N=C/c2cc(Br)ccc2O)c1	0.5	0	0.1	4
CN(CC(=O)O/N=C(\N)c1ccncc1)S(=O)(=O)c1ccc2ccccc2c1	1.8	-12	-0.3	-14
NS(=O)(=O)c1ccc(NC(=O)NC2CC(=O)N(c3cccc(F)c3)C2)cc1 (centres undefined)	0.1	-5	0.0	2
CCC(C)Sc1nc(-c2cccs2)nc2c1c(=O)n(C)c(=O)n2C (centres undefined)	1.6	10	-0.1	-1
Cc1cccc(Nc2nc(N3CCOCC3)ncc2F)c1C	-0.9	-4	-0.5	-1
CC1CCCN(Cc2nc3c(c(=O)n(C)c(=O)n3C)n2Cc2cccc3ccccc23)C1 (centres undefined)	0.1	-3	-0.2	-10
O=C(O)c1ccc2c(c1)-c1nc3ccccc3n1C2=O	-1.1	0	0.4	9
O=S(=O)(c1ccc(F)cc1F)N1CCN(c2ccc(N3CCOCC3)nn2)CC1	2.3	2	-0.2	5
CSc1nc2sccn2c(=O)c1C(=O)NC(C)CO (centres undefined)	-0.4	6	0.0	8
O=C(Nc1ccc(Br)cc1)C1CC(=O)N(c2ccc(F)cc2)C1 (centres undefined)	0.4	-3	0.0	6
CCOC(=O)c1ccc(NC(=O)CSc2nnc3c4ccccc4n(C)c3n2)cc1	-1.0	4	0.4	12
COc1ccc(/C=N/Nc2ncnc3nc[nH]c23)cc1OC	-2.5	-6	-0.2	-5
Cc1ccc(NC(=O)C2C3C=CC4(O3)C2C(=O)N(CCC(C)C)C4C(=O)NC2CCCC(C)C2C)cc1Cl (centres undefined)	1.1	12	0.0	0
COC(=O)CCCCC1SCC(NC(=O)c2ccccc2)C1OS(C)(=O)=O (centres undefined)	-0.7	-1	0.1	0
Cc1ccccc1N1CC(O)(c2ccc3c(c2)OCCO3)[N+]2=C1CCCCC2 (centres undefined)	-1.2	2	0.1	11
CCOC(=O)N1CCN(C(=O)c2cc(-c3ccc(OC)cc3)n[nH]2)CC1	0.6	4	0.3	4
CN(C)c1nc2ccccc2cc1CN1CCc2c(nc(N3CCOCC3)[nH]c2=O)C1	0.0	-12	0.1	-5
O=C(NCCCCCO)C(=O)Nc1ccc2c(c1)OCO2	1.1	-45	0.2	-9
CCOC(=O)c1c(C)oc2ccc(NS(=O)(=O)c3ccc(F)cc3C)cc12	1.4	-1	-0.2	-14
Clc1ccc(-n2ncnc2-c2cccs2)cc1	1.3	7	0.1	8
CCCOC(=O)c1ccc(NC(=O)/C=C/c2ccc(OC)cc2)cc1	-1.8	-10	0.0	12
CCOc1ccc(C(O)c2nc3ccccc3n2CC)cc1 (centres undefined)	-0.8	12	-0.1	2
CCOC(=O)C1=C(C)N=c2s/c(=C\c3ccc(-c4ccc(Cl)c([N+](=O)[O-])c4)o3)c(=O)n2C1c1ccccc1 (centres undefined)	0.7	4	-0.1	-5
Cc1ccc(C)c(-n2c(CNC(=O)c3ccco3)nnc2SCC(=O)N2CCc3ccccc32)c1	-0.1	-4	0.3	11
O=C(/C=C/c1cccs1)c1ccc(N2CCOCC2)cc1	-4.9	58*	0.4	22
O=c1oc2c(Br)cc(Br)cc2cc1-c1nc(-c2ccccc2)cs1	0.6	9	-0.1	3
CC(=O)N(C)c1nc(-c2ccccc2)ccc1C(=O)NCC1COc2ccccc2O1 (centres undefined)	11*	-1	0.0	20
CN(CCC(N)=O)Cc1ccc(F)cc1	-2.5	11	0.5	56*
O=C(CCc1ccccc1)Nc1ccc(N2CCC(NCCc3ccco3)CC2)cc1	-1.2	-5	0.5	14
Cc1onc(-c2ccccc2Cl)c1C(=O)Nc1ccc2oc(-c3ccc(Cl)cc3)nc2c1	-1.1	-11	-0.1	5
CC(OC(=O)c1ccc([N+](=O)[O-])cc1)c1nc2ccccc2[nH]1 (centres undefined)	2.1	-3	0.0	9
CCCn1c(=O)c2[nH]c(-c3ccccc3)nc2n(CCC)c1=O	-0.3	.	-0.2	5
O=C(CCCn1ncn2c(cc3occc32)c1=O)NC1CCCc2ccccc21 (centres undefined)	-0.4	4	0.2	9
O=C(CNCc1ccc(F)cc1)Nc1ccccc1N1CCOCC1	-0.9	0	0.0	63*
CCCOc1cc(OCCC)cc(C(=O)Nc2cc3nn(-c4ccc(OC)cc4)nc3cc2C)c1	0.2	-9	0.2	-4
C#CCOc1ccc(CNC(C)C)cc1OCC	1.7	5	0.0	-7
CC(=O)Nc1ccc(NC(=O)C2CCCN2S(=O)(=O)c2cccc3nsnc23)cc1 (centres undefined)	-0.8	-9	-0.1	-13
Fc1ccc(N2CCN(Cn3nnc4ccccc43)CC2)cc1	-0.9	-5	-0.2	-10
CCNc1nc(NCc2ccccc2)c2ncn(Cc3ccc(C(F)(F)F)cc3)c2n1	0.6	7	0.0	8
CC(C)(C)NC(=O)c1cc(COc2c(F)cccc2F)on1	4.5	-38	0.0	6
CCOC(=O)C1=C(C)N=c2s/c(=C/c3ccc(Cl)c(Cl)c3)c(=O)n2C1/C=C/c1ccccc1 (centres undefined)	0.9	2	0.1	1
Cc1cc(NC(=O)Nc2ccc([N+](=O)[O-])cc2)nn1Cc1ccc(Cl)cc1	3.0	10	0.0	6
COc1ccc2nc(Nc3nc(-c4ccccc4)cc(=O)[nH]3)nc(C)c2c1	6.8*	3	-0.2	-6
CCOC(=O)c1ccc(N2C(=O)c3ccccc3NC2c2ccc(OCC)cc2)cc1 (centres undefined)	-0.8	-48	0.1	-4
C=CCNCC1OCc2ccccc2CO1	2.1	7	-0.1	0
CN1CCN(C(=O)c2ccccc2NC(=O)c2ccccc2)CC1	-0.1	-4	-0.2	0
CCn1nc(CC(C)C)cc1C(=O)N1CCC(CCC(=O)NCC2CCCO2)CC1 (centres undefined)	-1.2	-2	0.6	5
CCn1c(CNC(C)=O)nnc1SCC(=O)c1cccc([N+](=O)[O-])c1	1.0	12	0.5	-1
Cc1cc(C(F)(F)F)nc(SCc2c(Cl)cccc2Cl)n1	2.0	-1	0.3	11
CCOC(=O)c1c(-c2ccc(OC)cc2)oc2ccc(OC(C)=O)cc12	0.5	-1	-0.1	0
Cc1cc(NC(=O)c2ccco2)cc(C)c1I	1.4	-6	-0.1	-4
Fc1ccccc1CSC1=NCCN1	-1.6	19	0.4	14
CCC(=O)N1N=C(c2ccc(Cl)cc2)CC1c1cc2ccc(OC)cc2nc1Cl (centres undefined)	0.0	2	0.2	0
Cc1ccc(CN(c2ccc(C(=O)NCc3ccncc3)cc2)S(C)(=O)=O)cc1	-0.4	13	0.1	-1
COc1cccc(CC2=NOC(C(=O)N3CCSCC3)C2)c1 (centres undefined)	2.6	-19	-0.2	-17
CCOC(=O)c1ccccc1NC(=O)CN1C(=O)c2ccccc2C1=O	1.5	9	0.1	-1
Cn1c(SCC(=O)Nc2nn(-c3ccccc3)nc2C(N)=O)nc2c1c(=O)n(Cc1ccc(Cl)cc1Cl)c(=O)n2C	-0.8	3	0.3	13
O=C(Nc1ccccn1)C12CC3CC(C1)CC(C(=O)Nc1ccccn1)(C3)C2	-1.0	16	-0.1	8
